GLS inhibitor = glutaminase GLS (human) inhibition. GLS enzymatic activity, qHTS titration. Potency, µM (doses to about 45.5 µM), for inactives: top-dose activity change, negative = inhibition, actives largely listed as inhibitors. 410,000 tested, 0.21% active. AID 624170. O94925; further: potency means the concentration at half of the fitted maximal effect; on the % scale 0 is the no-effect control and ±100 the full control effect
Target sequence (O94925 whole entry, looked up): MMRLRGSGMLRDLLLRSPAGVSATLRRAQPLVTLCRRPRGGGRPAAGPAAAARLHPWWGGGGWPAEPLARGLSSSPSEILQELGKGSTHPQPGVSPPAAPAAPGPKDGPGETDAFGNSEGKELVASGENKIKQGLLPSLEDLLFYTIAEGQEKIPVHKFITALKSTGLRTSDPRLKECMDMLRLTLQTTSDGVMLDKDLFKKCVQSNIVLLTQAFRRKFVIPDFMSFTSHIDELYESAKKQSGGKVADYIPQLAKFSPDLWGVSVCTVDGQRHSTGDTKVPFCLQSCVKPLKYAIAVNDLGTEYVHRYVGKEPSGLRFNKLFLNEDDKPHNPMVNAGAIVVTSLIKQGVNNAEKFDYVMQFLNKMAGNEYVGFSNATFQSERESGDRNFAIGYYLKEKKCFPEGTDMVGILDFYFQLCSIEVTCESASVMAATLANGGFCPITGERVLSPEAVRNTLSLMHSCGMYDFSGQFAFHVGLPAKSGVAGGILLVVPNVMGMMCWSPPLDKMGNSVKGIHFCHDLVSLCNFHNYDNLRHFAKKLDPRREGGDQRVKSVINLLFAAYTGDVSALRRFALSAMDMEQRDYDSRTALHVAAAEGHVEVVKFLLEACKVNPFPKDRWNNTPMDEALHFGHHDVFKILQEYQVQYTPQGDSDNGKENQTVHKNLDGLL
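hKGA in 45 mM KH2PO4 pH 8.2, 0.02% Tween-20 with pin-transferred compounds; 1 mM L-glutamine (stock) plus glutamate oxidase/HRP/Amplex Red coupling added. Fluorescence read initially and after 30 min at RT.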
BAZ2B inh = inhibitors of human BAZ2B bromodomain; Q9UIF8; AlphaScreen BAZ2B-H3K14Ac peptide displacement; Potency, µM (titrated, usually from 114 µM), for the others: at the highest dose activity change, negative = inhibition, most hits filed as inhibitors; 360,000 tested, 4.4% active; AID 504333; further: potency means the concentration at half of the fitted maximal effect; on the % scale 0 is the no-effect control and ±100 the full control effect; nearly all actives have a fitted effect of over 60% in size
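In this displacement format the biotinylated H3(5-23) peptide acetylated at Lys14 serves as ligand at 50 nM, with BAZ2B at 50 nM in PBS pH 7.4 containing 0.01% Tween-20. Donor and acceptor beads are 10 ug/mL final.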
POLH inh = blocks human DNA polymerase eta activity | Q9Y253 | recombinant Pol eta, fluorescent DNA replication assay | Potency, µM (series often up to 114 µM), for inactives: at the highest dose activity change, negative = inhibition, actives largely listed as inhibitors | 390,000 tested, 1.2% active | AID 588591; further: potency means the concentration at half of the fitted maximal effect; on the % scale 0 is the no-effect control and ±100 the full control effect
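Pol eta (10 nM) was preincubated with compounds for 15 min at room temperature, after which fluorescent replication substrate (50 nM final) was added to start the reaction. Fluorescence was read kinetically at 0 and 10 min.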
G9a block = G9a (human) methyltransferase inhibition | Q96KQ7 | G9a H3K9 monomethylation, AlphaScreen, 2 h | Potency, µM (titrated, usually from 102 µM), without a hit: top-dose activity, negative = inhibition, most hits filed as inhibitors | 350,000 tested, 8.8% active | AID 504332; further: potency means the concentration at half of the fitted maximal effect; on the % scale 0 is the no-effect control and ±100 the full control effect; nearly all actives have a fitted effect of over 75% in size
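AlphaScreen detection with an anti-monomethyl H3K9 antibody quantified product after a 2 h room-temperature reaction containing 500 nM biotinylated H3K9 peptide, 20 µM SAM and 20 nM enzyme, which had been preincubated 15 min with compound.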
PI4K2A inh = inhibitors of human PI4K2A. Q9BTU6. AID 1346378. purified PI4K2A, ADP-Glo luminescence, 1 h; active compounds read low. activity change, negative = inhibition, % at 76.9 µM. 420,000 tested, 0.13% active; in the data active means activity change below about -50%; inconclusive means mostly about -30% to -49%;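 further: -100% = wells without enzyme as full effect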
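Compounds are screened against recombinant PI4K2A using PI as substrate and ATP, the latter dispensed at 300 microM. Reactions run one hour at ambient temperature before ADP-Glo detection; full inhibition defined by wells lacking enzyme.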
Tb PGK inh = blocks T. brucei phosphoglycerate kinase; P07378; PGK/GAPDH coupled, Kinase-Glo luminescence, 60 min; Potency, µM (highest dose often 57.5 µM), inactives show at the highest dose activity change, negative = inhibition, most hits filed as inhibitors; 380,000 tested, 0.043% active; further: potency means the concentration at half of the fitted maximal effect; on the % scale 0 is the no-effect control and ±100 the full control effect; nearly all actives have a fitted effect of over 60% in size
Target sequence (P07378 whole entry, looked up): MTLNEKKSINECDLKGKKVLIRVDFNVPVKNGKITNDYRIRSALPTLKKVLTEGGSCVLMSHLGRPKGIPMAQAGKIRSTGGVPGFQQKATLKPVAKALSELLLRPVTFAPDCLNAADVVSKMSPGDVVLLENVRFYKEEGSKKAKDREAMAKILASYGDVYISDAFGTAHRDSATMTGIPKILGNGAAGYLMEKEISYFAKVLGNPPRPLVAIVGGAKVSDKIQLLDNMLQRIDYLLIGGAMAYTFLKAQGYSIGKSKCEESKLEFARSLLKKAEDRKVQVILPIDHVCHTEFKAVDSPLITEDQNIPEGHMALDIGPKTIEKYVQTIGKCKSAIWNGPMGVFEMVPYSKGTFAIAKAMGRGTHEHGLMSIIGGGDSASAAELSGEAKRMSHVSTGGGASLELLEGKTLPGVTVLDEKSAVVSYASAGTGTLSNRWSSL
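Luminescent ATP detection (Kinase-Glo Plus) follows a 60-minute room-temperature incubation, with wells lacking PGK as controls. Buffer: 100 mM TEA (pH 7.6), 5 mM MgCl2, 0.01% Tween-20. Coupling enzyme GAPDH (100 nM final) supplies unstable 1,3-BPG in-well.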
HP1b binding inh = HP1-beta chromodomain-methylated histone interaction inhibition; AlphaScreen HP1-beta / biotin-H3K9me3 peptide binding; P83916; 390,000 tested, 0.56% active; Potency, µM (highest dose often 114 µM), for inactives: at the highest dose activity change, negative = inhibition, actives largely listed as inhibitors; further: potency means the concentration at half of the fitted maximal effect; nearly all actives have a fitted effect of over 70% in size; inactives centre near 23
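AlphaScreen: HP1-beta (50 nM) preformed 30 min with biotin-H3(1-18)K9me3 peptide (50 nM) in PBS pH 7.4, 0.01% Tween-20. Compound added for 30 min at RT, then streptavidin donor/nickel chelate acceptor beads (10 ug/mL) for 30 min.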
Pin1 inhibitor = blocks the human prolyl isomerase Pin1; Potency, µM (highest dose often 115 µM), inactives show at the highest dose activity, negative = inhibition, actives largely listed as inhibitors; Q13526; Pin1 FP peptide displacement, HiFluor488, 10 min; 390,000 tested, 0.009% active; active means well fitted inhibition curve with a large enough effect in the polarisation, with a control signal flat, not every such curve was filed as active; inconclusive means small, poorly fitted or top-dose-only effect, or effect the other way, or a change in a side signal; inactive means no such curve, though single readings can be large or run the other way; the % refers to the polarisation; further: potency means the concentration at half of the fitted maximal effect; on the % scale 0 is the no-effect control and ±100 the full control effect
JMJD2A Tudor = blocks the human JMJD2A Tudor domain. AlphaScreen JMJD2A-Tudor / H3K4me3 peptide binding. Potency, µM (titrated, usually from 114 µM), for the others: at the top dose activity change, negative = inhibition, usual class: inhibitors. 390,000 tested, 4.4% active. AID 504339; further: potency means the concentration at half of the fitted maximal effect; on the % scale 0 is the no-effect control and ±100 the full control effect; nearly all actives have a fitted effect of over 50% in size
An asterisk follows results filed as active; i = inactive; ? = inconclusive; . = not tested or not shown; [ ] = remark or other dose. Unless noted, the call rests on the fitted dose curve; in most records, active means well fitted curve in the direction sought with a large enough effect; inconclusive means small, poorly fitted or top-dose-only effect, or another doubt; inactive means no such curve, though single readings can be large; an effect the other way counts as inactive or inconclusive. Some of the compounds tested; count on the stated rates, not on these rows.

molecule | GLS inhibitor | BAZ2B inh | POLH inh | G9a block | PI4K2A inh | Tb PGK inh | HP1b binding inh | Pin1 inhibitor | JMJD2A Tudor
Cc1cc(N2CCN(c3cccc(C)c3C)CC2)n2cnnc2n1 | 2% | ? | -17% | -21%[59 µM] | -1 | 3% | 21% | -7% | -22%
Cc1nn(-c2ccccc2)c(C)c1/C=N/O | -7% | -2% | -1% | 8%[59 µM] | 3 | 6% | 23% | -2% | 0%
N#Cc1ccc(Sc2ccccn2)c([N+](=O)[O-])c1 | -12% | -17% | -16% | -36%[59 µM] | 0 | -7% | -3% | 6% | -17%
COc1cc(OC)cc(C(=O)NC2CCCN(Cc3ccc(Cl)cc3)C2)c1 (centres undefined) | 4% | 4% | -8% | . | -3 | i | 9% | 2% | -26%
Cc1c(NC(=O)C2Cc3ccccc3CN2C(=O)c2ccco2)c(=O)n(-c2ccccc2)n1C (centres undefined) | 2% | 4% | -5% | -25%[59 µM] | 12 | i | 33%[activator] | 2% | -2%[11.4 µM]
CCN(CCNC(=O)c1ccc2nc(-c3ccccc3NC(C)=O)c(=O)[nH]c2c1)c1ccccc1 | 8% | 0% | ? | ? | -3 | i | 14% | -6% | -27%
NS(=O)(=O)c1ccc(NC(=S)Nc2ccn(Cc3cccc4ccccc34)n2)cc1 | -12% | -1% | -13% | ? | 0 | -6% | 12% | 13% | -14%
Cc1cc(C)nc(SCC(=O)Nc2ccc(S(=O)(=O)N3CCCCC3)cc2)n1 | -1% | 0% | -6% | -3%[12.7 µM] | -4 | 0% | 23% | -4% | ?
COC(=O)CCCCNC(=O)Nc1ccccc1 | 2% | -29% | 5% | 4% | 1 | 8% | 3% | 5% | 1%
O=C(NCCC1=CCCCC1)C1CCCN(S(=O)(=O)c2cccc3cccnc23)C1 (centres undefined) | 5% | 4% | -11% | -5% | -7 | -9% | 54%[activator] | 7% | -8%
CCc1ccc(-c2ccc(C(=O)O)cc2)nc1 | 11% | 8% | -4% | -6%[59 µM] | ? | -7% | 12% | -3% | -14%
Cc1cn([C@@H](CCCCNC(=O)OC(C)(C)C)C(=O)NCCCCCCCCCCC(=O)N2CCN(C(=O)OC(C)(C)C)CC2)nn1 | 0% | 9% | -26% | 15%[2.33 µM] | 1 | 0% | 8% | 15% | -28%
Cc1onc(-c2ccccc2)c1C(=O)OCC(=O)N1CCN(c2ccccc2)CC1 | 27% | 1% | -14% | -12% | -2 | 5% | -5% | -14% | -22%
CC(C)N(Cc1nccn1C)C(=O)c1ccc(OC2CCN(C(=O)C3CC3)CC2)cc1 | 0% | 4% | -2% | 8% | -5 | i | 34% | -4% | -17%
CC(=O)Nc1ccc(/C(C)=N/Nc2nc(Nc3ccccc3)nc(N3CCOCC3)n2)cc1 | -5% | -35% | -17% | -23% | -3 | -10% | -5% | -2% | -35%
Nc1nonc1-c1noc(-c2ccccc2)n1 | 1% | -2% | 10% | -6%[59 µM] | 3 | 2% | 17% | -3% | -15%
COc1cccc(-c2nc(C(=O)NCCCN3CCOCC3)cc3c2[nH]c2ccccc23)c1 | -6% | ? | -9% | -5%[12.7 µM] | 3 | -1% | -15% | 0% | -25%
S=C1NCN(Cc2ccco2)CN1c1ccccc1 | -10% | 2% | -16% | -5% | -2 | -7% | 21% | 3% | 6%
Cc1cc(NC(=O)CSc2nc3ccccc3s2)no1 | -3% | -4% | -13% | ? | -10 | 9% | 24% | 2% | -6%
COc1cccc(NC(=O)c2ccccc2F)c1 | 0% | -12% | -6% | -25%[12.7 µM] | -10 | -17% | 45%[activator] | 0% | -18%
COc1ccc(-c2noc(CCC(=O)NCCN3CCN(c4ccccc4F)CC3)n2)cc1 | -4% | -1% | -15% | ? | -8 | -5% | 25% | 2% | 2%
COc1cnn(-c2ccccc2)c(=O)c1OC | 1% | 2% | -8% | 8% | 2 | -7% | 9% | -4% | -8%
COc1ccc(NC(=O)CSc2nc3ncccc3[nH]2)cc1OC | . | 3% | -9% | 5%[59 µM] | -1 | -8% | 43%[activator] | -2% | -3%
COc1ccc(OC)c(/C=C2\Oc3cc(OCC(=O)N4CCC[C@H]4C(=O)O)ccc3C2=O)c1 | 3% | -7% | -16% | ? | -9 | -10% | 29% | 43%[activator] | -1%
Cc1nn(CC(=O)Nc2c(C)n(C)n(-c3ccccc3)c2=O)c(C)c1[N+](=O)[O-] | 51%[activator] | -11% | -27% | 9% | -4 | -13% | 31% | 0% | 4%
CCOc1ncccc1C(=O)OCC(=O)Nc1ccc2c(c1)OCCO2 | 8% | -2% | -16% | 19%[59 µM] | 1 | 3% | 27% | -7% | -9%
Cc1nc2ccc(NC(=O)CSc3ccccc3)cc2s1 | -3% | . | -10% | . | -8 | -1% | 37% | 1% | -5%
O=C(NC(=S)Nc1ccccc1Cl)c1cnn2c(C(F)(F)F)cc(C(F)(F)F)nc12 | 3% | 0% | 14% | 2% | -8 | 3% | 26% | 0% | -13%
CCCN1C(C(=O)c2ccccc2)=C(OC(=O)c2ccc(F)cc2)c2ccccc2S1(=O)=O | -20% | -34% | -19% | -46%[59 µM] | 54 | 9% | 17% | 2% | -25%
O=S(=O)(Nc1ccc2c(c1)OCCO2)c1cccs1 | 11% | 8% | -5% | ? | 0 | i | 13% | 1% | -9%
CCCc1cc(=O)[nH]c(Nc2cc(C)ccc2OC)n1 | 13% | -2% | -19% | -3%[59 µM] | 0 | -12% | 18% | -8% | -10%
CC(C)c1ccc(NC(=O)CN2C(=O)CCc3cc(S(=O)(=O)N4CCOCC4)ccc32)cc1 | -5% | -13% | -20% | 10%[59 µM] | 3 | -3% | 25% | 0% | -28%
CC(C)NC(=O)c1ccc(Cn2c(SCC(N)=O)nc3ccccc3c2=O)cc1 | -8% | -1% | -14% | 5%[59 µM] | 3 | 4% | 21%[57 µM] | 0% | -2%
CC(=O)Oc1cc2c(C(=O)NCc3ccncc3)c(C)oc2c2ccccc12 | 1% | -28% | -14% | 31%[12.7 µM] | -2 | 5% | 35% | 3% | -13%
O=C(Oc1ccc(-c2csnn2)cc1)c1cccs1 | -9% | 2% | -18% | 12% | 1 | -6% | 34% | 5% | 1%
O=C(Nc1cc([N+](=O)[O-])ccc1O)c1cccc(NC(=O)c2ccco2)c1 | 0% | -35% | -1% | -17% | -3 | -3% | 27% | 1% | -30%
COC(=O)[C@@]12CCCN1[C@H](c1ccc(-c3cccc(Cl)c3)c(OC)c1)[C@H]1C(=O)N(C)C(=O)[C@H]12 | 0% | ? | -19% | 1%[2.33 µM] | -3 | -10% | 16% | 28% | ?
O=P(CCc1ccccc1)(c1ccccc1)c1ccccc1 | -14% | . | -7% | . | -13 | 0% | -23% | 4% | -19%
Cc1ccc(CNC(=O)c2cnn(-c3ccc(F)cc3F)c2C2CCN(C(=O)OC(C)(C)C)CC2)cc1 | 6% | 0%[57.1 µM] | 3% | -9%[59 µM] | -1 | 3% | 11% | 10% | -11%
O=C(C1CCN(c2ncnc3c2sc2cccc(F)c23)CC1)N1CCOCC1 | -2% | 8% | 9% | -1% | 3 | i | 42%[activator] | ? | -10%
CC(CCc1ccccc1)NC(=O)C(=O)NCCc1ccccc1 (centres undefined) | 0% | -2% | -12% | -6%[59 µM] | -4 | 2% | 28% | 5% | 8%
O=C(c1cc(Cl)c(=O)n(Cc2ccccc2)c1)N1CCOCC1 | 0% | -37% | -21% | 53%[activator][59 µM] | 0 | 4% | 25% | -1% | -9%
Cc1cc(C)c(S(=O)(=O)N2CC=C(c3ccccc3)CC2)c(C)c1 | 6% | 31%[activator] | -18% | 25%[2.33 µM] | -1 | 1% | 62%[activator] | 11% | 49%[activator]
CC(C)n1c(=O)[nH]c2cc(C(=O)Nc3ccccc3)ccc21 | -12% | -5% | -15% | . | 2 | i | 24% | -7% | -9%
O=C(Nc1cccc(F)c1)c1ccc(S(=O)(=O)N2CCOCC2)cc1 | 1% | -1% | -9% | ? | 4 | 0% | 37% | 2% | -11%
O=C(Cn1ncc2c3ccccc3n(Cc3ccc(Cl)cc3)c2c1=O)NCCCN1CCCC1=O | 10% | -18% | -8% | -5%[59 µM] | 4 | 2% | 17% | 40%[activator] | -22%
COc1ccccc1C(=O)NCCC(=O)NCC(c1ccco1)N1CCCC1 (centres undefined) | 11% | 12% | -10% | 7%[12.7 µM] | 1 | -4% | 14% | -1% | 0%
CN(C)S(=O)(=O)c1ccc(C(=O)NCCSc2c(-c3ccc(Cl)cc3)[nH]c3ccccc23)cc1 | 8% | -14% | -13% | ? | -5 | i | 20% | 20% | -21%
CC(C)(C)NC(=O)NC(=O)CSc1nncs1 | -8% | 2% | -3% | 3% | 1 | 2% | 44%[activator] | -5% | -6%
COc1cc(NC(=O)c2ccc3c(SCC(=O)O)c4c(nc3c2)CCC4)cc(OC)c1OC | -4% | 89µM* | 18µM* | . | 5 | 2% | 30% | ? | -17%
COc1cc(C(=O)Nc2sc(C)c(C)c2C(=O)O)cc(OC)c1OC | 4% | 14% | -6% | . | -4 | 4% | 22% | -1% | -26%
O=C(Nc1nc2ccccc2n1Cc1ccccc1)c1ccco1 | 0% | 3% | -8% | 6%[2.33 µM] | 5 | -8% | 35% | 8% | -2%
O=C(Nc1ccc2c(c1)OCO2)C1CCN(C(=O)c2ccc(Cl)cc2)CC1 | 5% | ? | -6% | . | -2 | 1% | 6% | 4% | -17%
COc1cccc(/C=N/Nc2ccc(C(=O)O)cc2)c1O | -10% | 4% | -22% | 6% | -73* | 0% | 30% | 0% | -9%
CC1(c2cccc(Br)c2)NC(=O)N(CC(=O)Nc2ccc3c(c2)OCCO3)C1=O (centres undefined) | -5% | . | -8% | . | -7 | -1% | 19% | -4% | -29%
